LANA DNA inh: inhibitors of KSHV C-LANA binding to DNA, primary screen, biochemical, fluorescence polarization, FAM-LBS DNA, MBP-C-LANA, single point; Kaposi's sarcoma herpesvirus LANA C-terminal domain (residues 932-1162) DNA binding; inhibition, % at 9 µM; actives 0.078% (n = 340,000); AID 504423, 2011;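 active means highest replicate inhibition at or above 60% at 9 µM, even if other replicates fall short; inactive means all replicates below 60% inhibition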;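 further: 0% = neutral control wells and 100% = 4 µM acridine orange control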
PKA-R2B activ: activators of PKA-R2B holoenzyme, primary screen, biochemical, fluorescence polarization, Cy5-IP20, human; PKA-R2B holoenzyme dissociation; R2B truncated from residue 108, S112A mutant; 0% DMSO only, 100% 113 µM cGMP; actives 0.079% (n = 340,000); AID 504700, 2011; activation, % at 11.4 µM; cAMP-dependent protein kinase catalytic subunit beta (Homo sapiens) + cAMP-dependent …;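 active means activation above a cutoff set at the mean over all compounds plus 3 SD, cut at about 18% in these data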;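 further: higher means more holoenzyme dissociation and a rise in polarization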
Target sequence (P31323 whole entry, looked up, other chains not shown, the tested form may be a part): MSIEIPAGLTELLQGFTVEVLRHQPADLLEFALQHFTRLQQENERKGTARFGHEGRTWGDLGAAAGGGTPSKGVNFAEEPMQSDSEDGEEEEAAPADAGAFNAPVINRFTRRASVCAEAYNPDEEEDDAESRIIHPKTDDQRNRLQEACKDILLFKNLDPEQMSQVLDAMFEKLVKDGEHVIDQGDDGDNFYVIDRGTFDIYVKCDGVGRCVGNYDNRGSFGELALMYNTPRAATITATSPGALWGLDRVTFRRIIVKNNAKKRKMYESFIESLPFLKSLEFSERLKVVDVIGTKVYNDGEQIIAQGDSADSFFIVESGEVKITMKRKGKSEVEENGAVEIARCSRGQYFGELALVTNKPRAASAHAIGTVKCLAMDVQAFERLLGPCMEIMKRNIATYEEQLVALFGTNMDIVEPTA
CAL PDZ FP-1: untagged CAL PDZ binding inhibitors, primary screen, biochemical, fluorescence polarization, HTS. Golgi-associated PDZ and coiled-coil motif-containing protein (Homo sapiens), Q9HD26. purified CAL PDZ, TMR-peptide fluorescence polarization, 1 h. inhibition, % at 24.9 µM. actives 0.92% (n = 300,000). AID 602252, 2012;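 active means mean inhibition of at least 30% with at least half of replicates also reaching 30%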;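 further: 0% = DMSO neutral control and 100% = excess unlabeled competitor peptide PRC23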
Keap1-Nrf2 PPI: Keap1-Nrf2 protein-protein interaction inhibitors, primary screen, biochemical, fluorescence polarization, single point; Kelch-like ECH-associated protein 1 (Homo sapiens), Q14145; Keap1 Kelch-Nrf2 peptide fluorescence polarization, 1536-well; inhibition, % at 9.4 µM; actives 0.15% (n = 340,000); AID 504523, 2011; in the data active means inhibition above about 12%;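 further: human Keap1 Kelch domain with fluorescein labeled Nrf2 9mer peptide probe; 0% = neutral control wells and 100% = peptide positive control; higher means more block of Keap1 binding to Nrf2 peptide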
SR-BI uptake up: activators of SR-BI mediated DiI-HDL uptake, primary screen, ldlA[mSR-BI] CHO cells, DiI fluorescence; 3 h; 100 = double the neutral-control signal; activation, % at 12.5 µM; actives 0.096% (n = 320,000); AID 504775, 2011;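 active means mean replicate activation of at least 60% and every replicate at or above 60%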;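 further: 0% = median plate neutral-control signal and 100% = twice that signal; values of inactives mirror those of a sister screen read the other way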
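Test system: SR-BI-overexpressing, LDLR-lacking CHO cells. Measured by: DiI fluorescence, bottom read. Medium: Ham's F12 with 0.5% BSA, HEPES 25 mM, pH 7.4. Timing: 3 h uptake period with compound, 37 °C.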
Cardiac RTF inh: cardiac RTF calcium sensitivity inhibitors, primary screen, biochemical, IANBD-TnC fluorescence, EC70 calcium | Troponin I, cardiac muscle (Homo sapiens) + Troponin T, cardiac muscle (Homo sapiens) + … | AID 493244, 2011 | actives 0.12% (n = 340,000) | IANBD-labeled cardiac RTF, Ca2+ fluorescence | inhibition, % at 7.15 µM;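 active means inhibition above the mean inhibition of all tested compounds plus 3 SD, cut at about 17% in these data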;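 further: assay run at fixed EC70 calcium of 1.6 mM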
RTF Ca sens act: cardiac RTF calcium sensitivity activators, primary screen, biochemical, IANBD-TnC fluorescence, EC20 calcium. Troponin I, cardiac muscle (Homo sapiens) + Troponin T, cardiac muscle (Homo sapiens) + …. IANBD-labeled TnC RTF fluorescence at EC20 calcium; 0% EC20 calcium, 100% full calcium. activation, % at 7.2 µM. actives 0.24% (n = 340,000);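 active means activation above the mean over all tested compounds plus 3 SD, cut at about 30% in these data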;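 further: rise in fluorescence read as greater calcium sensitivity of cardiac thin filaments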
Rtt109 Vps75: inhibitors of C. albicans Rtt109/Vps75 HAT, primary screen, biochemical, ThioGlo CoA-SH fluorescence, plate reader; Histone acetyltransferase RTT109 (Candida albicans (strain SC5314 / ATCC MYA-2876)), …; actives 0.16% (n = 330,000); purified Rtt109/Vps75, 4 h; inhibition, % at 34.9 µM;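 active means inhibition of at least 50% in every replicate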
DAGLB inh: DAGLB lipase inhibitors, primary screen, biochemical, fluorescence, HTS; Diacylglycerol lipase-beta (Homo sapiens), Q8NCG7; HEK293T DAGLB membrane lysate, EnzChek fluorogenic substrate; inhibition, % at 5.17 µM; actives 0.059% (n = 340,000); AID 504411, 2011; in the data active means inhibition above about 34%;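 further: 0% = enzyme with vehicle and 100% = wells lacking enzyme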
Target sequence (Q8NCG7 whole entry, looked up): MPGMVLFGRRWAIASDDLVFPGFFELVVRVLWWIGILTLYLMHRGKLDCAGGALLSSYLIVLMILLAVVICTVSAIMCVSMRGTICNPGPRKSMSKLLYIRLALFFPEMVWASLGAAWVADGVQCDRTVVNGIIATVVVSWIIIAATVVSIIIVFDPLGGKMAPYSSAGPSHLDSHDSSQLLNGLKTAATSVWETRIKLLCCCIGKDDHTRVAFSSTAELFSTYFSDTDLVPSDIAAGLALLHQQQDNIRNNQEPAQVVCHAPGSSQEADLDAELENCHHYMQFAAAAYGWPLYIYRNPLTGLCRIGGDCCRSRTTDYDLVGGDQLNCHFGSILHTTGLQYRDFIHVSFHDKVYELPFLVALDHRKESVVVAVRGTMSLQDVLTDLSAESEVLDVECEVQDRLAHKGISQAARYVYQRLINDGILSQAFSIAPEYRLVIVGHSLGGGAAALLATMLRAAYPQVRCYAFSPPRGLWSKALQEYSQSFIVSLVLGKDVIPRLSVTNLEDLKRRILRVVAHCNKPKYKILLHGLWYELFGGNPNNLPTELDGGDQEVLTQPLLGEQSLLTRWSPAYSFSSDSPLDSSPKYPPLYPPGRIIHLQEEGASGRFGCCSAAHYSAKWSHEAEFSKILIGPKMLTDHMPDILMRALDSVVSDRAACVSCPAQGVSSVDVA
CAL PDZ FP-2: CAL PDZ peptide-binding inhibitors, primary screen, biochemical, fluorescence polarization, Cer-tagged CAL PDZ, HTS | purified CAL PDZ, TMR-peptide fluorescence polarization, 1 h | actives 0.02% (n = 330,000) | Golgi-associated PDZ and coiled-coil motif-containing protein (Homo sapiens), Q9HD26 | AID 504414, 2011 | inhibition, % at 20 µM;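 active means highest replicate inhibition of at least 40%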;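 further: plate controls were DMSO neutral control wells for no effect and unlabeled competitor peptide control wells for full effect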
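Material – purified CerCALP PDZ construct · Detection – FP readout, S and P plane fluorescence · Measure – percent inhibition from loss of millipolarization · Controls – unlabelled peptide for full inhibition, DMSO wells as neutral · Probe or stimulus – TMR-labelled reporter peptide T*-PRC34 bound in PDZ groove · Times – 1 h at RT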
The depositor's hits bear a star; nt = not tested or not shown. An excerpt; the hit share may differ from the screen's.

SMILES | LANA DNA inh | PKA-R2B activ | CAL PDZ FP-1 | Keap1-Nrf2 PPI | SR-BI uptake up | Cardiac RTF inh | RTF Ca sens act | Rtt109 Vps75 | DAGLB inh | CAL PDZ FP-2
COc1cc(/C=C/c2nc3ccccc3c(=O)n2-c2ccccc2O)ccc1O | -1.2 | -8 | -1 | -4 | -19 | -11 | 10 | 5 | 1 | 0.7
c1ccc(C(c2ccccc2)c2ccncc2)cc1 | -1.3 | -9 | nt | -5 | 0 | 4 | -2 | -8 | -2 | -0.2
O=C(OCCN1CCOCC1)C1(c2ccccc2)CCCC1 | 0.5 | -1 | -6 | -1 | 18 | 1 | 2 | 5 | -4 | -1.5
CC(Cc1ccccc1)NC(N)=O (stereo not drawn) | 0.4 | 5 | 4 | 2 | 6 | -6 | 8 | 5 | -1 | 1.0
Cc1ccc(C(O)(c2ccc(C)c(C)c2)C2CN3CCC2CC3)cc1C (stereo not drawn) | -3.1 | 7 | -6 | 2 | 9 | 3 | -4 | 6 | -1 | -1.4
O=CNc1ccc(OP(=O)(Oc2ccccc2)Oc2ccccc2)cc1 | -0.3 | -10 | 2 | -5 | nt | 2 | -1 | 5 | -1 | -1.9
CN(C)C(=O)Oc1cccc(NC(=O)N2CCOCC2)c1 | -1.6 | 3 | 0 | -3 | 12 | -5 | 0 | -3 | 1 | -0.6
O=C1NC(=O)C(CCOc2ccccc2)(CCc2ccccc2)C(=O)N1 | -1.1 | -6 | -1 | 5 | 41 | -4 | -2 | -8 | 1 | -0.3
CN1C2CCC1/C(=C/c1ccccn1)C(=O)/C2=C\c1ccccn1 | 0.9 | -9 | 0 | -26 | -45 | -20 | 3 | nt | -5 | -2.1
O=[N+]([O-])c1[nH]cnc1Br | 0.0 | -2 | -3 | -6 | 8 | -21 | 1 | -4 | 2 | -1.6
CCC(C)N1C(=O)/C(=C\c2ccc(N3CCCCCC3)cc2)C(=O)NC1=S (stereo not drawn) | -1.2 | -10 | nt | -7 | 2 | -9 | 5 | 6 | 7 | -1.3
CCOP(=O)(OCC)C(O)c1ccc2c(c1)OCO2 (stereo not drawn) | -1.2 | -2 | -7 | -3 | 3 | -4 | -2 | 5 | -1 | -0.2
COC(=O)C1=C(c2ccc(F)cc2OCc2ccccc2)C[C@@H]2CC[C@H]1N2C(=O)NCCO | -1.4 | 1 | -2 | -6 | 13 | -4 | -1 | 1 | 1 | -0.9
CS(=O)(=O)N1CCCC(C(=O)N2CCC3(CC2)OCCO3)C1 (stereo not drawn) | 0.5 | 11 | -3 | -5 | -9 | -14 | 1 | 6 | 1 | -0.5
CC(N)Cc1c[nH]c2cc3c(cc12)OCCO3 (stereo not drawn) | 0.6 | -5 | -2 | -6 | 7 | -1 | -3 | 2 | 1 | -0.1

Some entries already given, limited to CAL PDZ FP-1.
canonical_smiles,CAL PDZ FP-1
CN(C)C(=O)Oc1cccc(NC(=O)N2CCOCC2)c1,0
O=C1NC(=O)C(CCOc2ccccc2)(CCc2ccccc2)C(=O)N1,-1
CN1C2CCC1/C(=C/c1ccccn1)C(=O)/C2=C\c1ccccn1,0

Next records:
SMILES | LANA DNA inh | PKA-R2B activ | CAL PDZ FP-1 | Keap1-Nrf2 PPI | SR-BI uptake up | Cardiac RTF inh | RTF Ca sens act | Rtt109 Vps75 | DAGLB inh | CAL PDZ FP-2
CCOC(=O)C1(c2ccccc2)CCN(CC(=O)Nc2ccc(C)cc2)CC1 | -1.1 | -8 | nt | 0 | 17 | -4 | 2 | 5 | -12 | -0.3
CCN(CC)C(=O)N[C@H]1C[C@@H]2c3cccc4[nH]cc(c34)C[C@H]2N(C)C1 | 2.3 | -1 | 7 | -7 | 12 | -10 | 15 | -19 | 2 | 0.2
Cc1c(C(c2ccccc2Cl)c2c(O)c3ccccc3oc2=O)c(=O)n(-c2ccccc2)n1C (stereo not drawn) | -1.3 | -5 | -1 | -1 | 29 | -12 | -3 | -2 | 2 | -0.1
Oc1c(Br)c(Br)c(Br)c(Br)c1Br | 1.6 | 5 | -13 | 2 | -5 | 9 | -14 | 27 | 24 | -0.4
Cc1ccc(-c2nc3ccccc3c(=O)n2-c2ccncc2)cc1 | 1.0 | 7 | -2 | -5 | 36 | -11 | 3 | -1 | 3 | -0.2
N#CC(C#N)=NNc1ccc(S(N)(=O)=O)cc1 | -4.5 | 4 | 2 | -7 | -27 | -4 | 2 | -3 | 16 | -0.4
COc1ccc(NC(=O)c2cn(CCC#N)nc2-c2ccc(OC)c(OC)c2)cc1 | 0.6 | 1 | -3 | -2 | -5 | -3 | -7 | 5 | 0 | -1.4
CC(=O)NC(Cc1ccc(N(CCCl)CCCl)cc1)C(=O)NC(C(=O)O)C(C)C (stereo not drawn) | 0.7 | -9 | 5 | 0 | -9 | -2 | 7 | 3 | -3 | 0.0
CC(c1ccccc1F)n1cc(C(=O)Nc2ccc3nc[nH]c3c2)nn1 (stereo not drawn) | -0.5 | -5 | -4 | 1 | 27 | 3 | 0 | 2 | 0 | -1.2
CCOC(=O)c1c(C)n(Cc2ccccc2)c2ccc(OCC(O)Cn3nc(C)cc3C)cc12 (stereo not drawn) | -0.4 | -8 | -7 | -5 | -29 | -10 | 3 | -7 | -2 | -2.1
O=C1CC(=O)N(c2cccc(Cl)c2)C(=O)N1 | -2.4 | -4 | -5 | -10 | 14 | 3 | 1 | -5 | 2 | -0.3
Cn1cccc1/C=C1/C(=O)NC(=O)N(Cc2ccc(F)cc2)C1=O | 2.2 | 6 | -4 | -3 | nt | -12 | -2 | 2 | 13 | -1.8
Cc1ccc(-n2c(O)c(C=N)c(=O)n(-c3ccc(C)cc3)c2=O)cc1 | -0.9 | 5 | -5 | -2 | 25 | 4 | 4 | -6 | 0 | 2.2
COc1ccccc1C1=NCc2nnc(CSC)n2-c2ccc(Cl)cc21 | 0.7 | -6 | -2 | -2 | -1 | 7 | 0 | 2 | 1 | -0.8
Cn1cccc1/C=C1/C(=O)NC(=S)N(Cc2ccc(F)cc2)C1=O | -1.8 | -13 | -8 | -5 | -21 | 0 | 6 | -1 | 26 | -0.3
Cc1cc(N(CCCl)CCCl)ccc1C=NNC(=O)c1cccnc1 | -0.2 | 3 | -1 | -4 | -89 | -7 | -3 | -2 | 2 | -1.2
COC(=O)C1=C(N)OC(C)=C(C(C)=O)C12C(=O)N(C)c1ccccc12 (stereo not drawn) | 0.3 | 2 | -1 | 4 | 19 | 2 | -3 | 4 | 0 | -0.7
CC(=O)c1c(O)n(C)c(=S)n(-c2ccccc2)c1=O | 0.8 | -3 | -1 | -6 | 9 | -40 | 2 | 6 | 1 | -1.6
CCOc1cc2c(cc1OCC)-n1cccc1C(c1ccc(OC)c(OC)c1)NC2 (stereo not drawn) | 1.3 | -6 | 1 | -3 | -3 | -1 | -3 | -1 | 2 | -2.7
COc1cc(C(c2c(C)[nH]n(-c3ccccc3)c2=O)c2c(C)[nH]n(-c3ccccc3)c2=O)cc(OC)c1OC | -0.3 | -11 | -3 | -7 | 16 | -4 | 11 | 5 | 11 | 0.6
O=C(Cn1cnc2ccccc2c1=O)NCC(=O)N1CCC2(CC1)OCCO2 | -1.0 | -2 | nt | 1 | nt | -2 | -5 | -1 | 1 | -0.1
O=P(N1CC1)(N1CC1)N1CCc2ccccc21 | -0.1 | 0 | -2 | 1 | -2 | 0 | -1 | -5 | -1 | -1.5
CCN(CC)C(=O)COc1cc(C)cc2oc(=O)c3c(c12)CCCC3 | -1.0 | -9 | -5 | -2 | -32 | 0 | -7 | -1 | -1 | 0.1
CC12CC[C@H]3[C@@H](CCC4(O)C[C@H](O)CCC34/C=N/NC(=O)c3ccccc3F)C1(O)CCC2C1=CC(=O)OC1 (stereo partly drawn) | 1.1 | -1 | 5 | -3 | nt | -13 | -2 | -1 | 1 | 0.3
COc1ccc(-c2nc(CSCC(=O)N3CCC4(CC3)OCCO4)c(C)o2)cc1OC | 1.3 | -10 | -5 | -11 | -40 | 0 | 1 | 8 | 1 | -2.9
COC(=O)C1=C(c2ccc(F)cc2OCc2ccccc2)C[C@@H]2CC[C@H]1N2C(=O)NCCOc1ccccc1 | -2.1 | -13 | -1 | -4 | -20 | -7 | -4 | 7 | -9 | -0.8
O=C(COc1ccc2c3c(c(=O)oc2c1)CCC3)N1C[C@H]2C[C@@H](C1)c1cccc(=O)n1C2 | 0.5 | 6 | 2 | -3 | 7 | -2 | 6 | -2 | -1 | -1.0
Cc1c(C(c2ccc(F)cc2)c2c(O)c3ccccc3oc2=O)c(=O)n(-c2ccccc2)n1C (stereo not drawn) | 0.3 | -3 | -3 | -3 | 2 | -3 | -1 | -4 | -2 | 0.7
CC1=CC(=C2C(=O)NC(=O)NC2=O)C=C(C(F)(F)F)N1Cc1ccccc1 | 1.0 | -4 | -4 | -4 | 11 | -3 | -9 | nt | -2 | -1.4
COC(=O)C1=COC(C)C2CN3CCC4(C(=O)Nc5ccccc54)C3CC12 (stereo not drawn) | 0.8 | 1 | 1 | 0 | 19 | 3 | -3 | 8 | -2 | 1.0
O=[N+]([O-])c1ccc(N2CCCC2)cc1N/N=C1\CN2CCC1CC2 | -1.2 | -2 | -3 | 0 | 38 | 2 | 1 | 7 | 5 | 0.0
CCCCc1nc2ccccc2c(=O)n1-c1ccccc1[N+](=O)[O-] | -0.5 | 0 | -2 | -5 | -18 | -5 | 3 | -4 | -2 | -0.5
CC(=O)c1c(C)n(CCCOC(C)C)c2ccc(O)cc12 | -1.0 | 8 | -5 | -3 | -23 | 3 | 4 | nt | 1 | -1.7

Screening data: PubChem BioAssay, several laboratories
